DENV2 CPE – inhibitors of DENV2 cytopathic effect | DENV2-infected cells, cytopathic effect rescue, plate reader | 350,000 tested, 1.7% active | AID 651640 | CPE inhibition, % at 9.99 µM; in the data active means CPE inhibition above about 20%, passing the limit was not always enough; inconclusive means no clear call, values can overlap the other calls; tested in BHK-21 cells;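 further: 0% = median of neutral control wells and 100% = median of positive control wells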
PAX8 reporter – inhibitors of PAX8 transcriptional activity in RMG-I cells; RMG-I TPO-luciferase reporter, SteadyGlo, 24 h; inhibition, % at 12.6 µM; 360,000 tested, 1.2% active; AID 652154;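 active means mean replicate inhibition at least 60% with every replicate also reaching 60%; inconclusive means only one of the two criteria is met; inactive means mean below 60% and not all replicates reaching 60%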;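 further: luciferase light reporting Pax8 driven TPO promoter activity; plate controls were median of neutral control wells for no effect and mitoxantrone controls for full effect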
ARNT-TACC3 inh – disrupts binding between human ARNT and TACC3 | Q9Y6A5 | AlphaScreen His-ARNT PAS-B/GST-TACC3 binding, luminescence; TACC3 fragment carries E629A point mutation | inhibition, % at 9.99 µM | 390,000 tested, 0.66% active | AID 623870;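 active means mean inhibition of replicates at least 50% and at least half of replicates each reaching 50%; inconclusive means half or more replicates reach 50% but mean below 50%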;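 further: 0% = complete ARNT plus TACC3 wells and 100% = ARNT alone without TACC3; many hits fall short of the cut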
ERp5 inh – ERp5 (human) disulfide isomerase inhibition | ERp5 insulin aggregation, absorbance 650 nm, 90 min | inhibition, % at 9.99 µM | 350,000 tested, 0.05% active;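 active means mean replicate inhibition above about 25%, with every replicate also reaching it, limit read from the data, passing the limit was not always enough; inconclusive means only one of those two criteria met; inactive means neither criterion met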
Target sequence (Q15084 whole entry, looked up): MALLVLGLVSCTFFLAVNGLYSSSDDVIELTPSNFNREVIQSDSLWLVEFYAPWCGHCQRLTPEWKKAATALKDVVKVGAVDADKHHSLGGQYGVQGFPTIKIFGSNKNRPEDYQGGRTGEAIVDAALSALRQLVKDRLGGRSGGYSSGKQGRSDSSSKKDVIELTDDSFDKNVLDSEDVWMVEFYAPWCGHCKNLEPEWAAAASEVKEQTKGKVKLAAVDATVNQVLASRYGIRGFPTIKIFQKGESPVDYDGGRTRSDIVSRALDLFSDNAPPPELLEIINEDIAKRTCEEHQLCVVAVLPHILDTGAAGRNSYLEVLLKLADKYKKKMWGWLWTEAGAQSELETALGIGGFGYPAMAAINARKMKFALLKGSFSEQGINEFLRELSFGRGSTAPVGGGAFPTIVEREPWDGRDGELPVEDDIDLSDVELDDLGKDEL
F508del corr – CFTR F508del correction in bronchial cells | activity (quench increase), % at 7.58 µM | CFBE cells, YFP halide quenching; stimulated with forskolin plus potentiator P3; % fluorescence drop versus neutral controls | 350,000 tested, 0.36% active;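 active means mean added fluorescence quench of at least 8% versus neutral control, with both replicates also reaching 8%; inconclusive means only one of the mean or replicate conditions met; inactive means mean below 8% and not both replicates reaching 8%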;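 further: cells transiently co-express mutant CFTR-F508del with the halide-sensitive YFP; corrector assay measuring rescue of mutant channel to the surface after 24 h compound exposure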
XiGFP reactiv – activators of X-chromosome reactivation in mouse fibroblasts; XiGFP mouse fibroblasts, % GFP-positive cells imaging, 3 d; cells co-treated with 5-aza-dC sensitizer; scaled so ellipticine positive control = 100%; activation, % at 7.58 µM; 360,000 tested, 0.055% active;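 active means mean normalized replicate activation at least 10% and every replicate at or above 10%; inconclusive means only one of the two criteria met; inactive means mean below 10% and not all replicates reach 10%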;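 further: 0% = median of on-plate neutral control wells and 100% = ellipticine 6 µM median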
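Schedule: 3 d treatment, 15 min room-temperature fixation; system: 68-5-11 XiGFP fibroblast line; buffer or medium: DMEM plus 5-aza-dC sensitizer; control set: ellipticine 6 µM positive control; compound: one concentration, pinned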
GSIS activator – GLuc luminescence reporter in INS-1E cells, primary screen for activators of glucose-dependent secretion of insulin. 370,000 tested, 0.61% active. AID 743287. INS-1E GLuc reporter insulin secretion, 2-3 h. activation, % at 16.6 µM;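 active means lowest replicate activation of at least 40%, so every replicate reaches that level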;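 further: 0% = median of neutral control wells and 100% = median of IBMX positive control wells; some compounds called inactive have numbers as strong as hits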
EWS-Fli block – inhibitors of EWS/Fli oncoprotein transcriptional activity | A673 NR0B1-luciferase reporter, viability-normalised | inhibition, % at 12.6 µM | 350,000 tested, 0.67% active | AID 651661;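 active means mean inhibition of at least 50% after viability correction, with every replicate also passing that limit; inconclusive means mean reaches 50% but only one of two replicates passes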;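 further: firefly luciferase signal divided by Alamar Blue viability fluorescence both relative to DMSO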
* hit, by the source's call; u = inconclusive; x = not tested or not shown; & = joins results of further samples.

SMILES	DENV2 CPE	PAX8 reporter	ARNT-TACC3 inh	ERp5 inh	F508del corr	XiGFP reactiv	GSIS activator	EWS-Fli block
CO[C@H]1CN(C)C(=O)c2cc(NC(=O)Nc3ccccc3)ccc2OC[C@@H](C)N(C(=O)Nc2c(C)noc2C)C[C@H]1C	6	3	-14	-1	-1.2	0.1	16	-3
O=C(CNC(=O)c1ccco1)N=Nc1c(O)[nH]c2ccc([N+](=O)[O-])cc12	2	18	6	6	-1.0	0.3	1	-6
C[C@H](CO)N1C[C@H](C)[C@@H](CN(C)S(=O)(=O)c2ccc(F)cc2)Oc2ccc(NC(=O)c3ccncc3)cc2C1=O	1&-4	-1&-4	1&0	-5&2	-1.6&2.6	0.0&0.2	18&-6	-5&-2
Cc1cc2nc(N3CCN(C(=O)c4cccs4)CC3)sc2cc1C	u	x	-1	-1	-2.0	0.0	22	-57
CCCC#Cc1ccc([C@H]2[C@H]3CN(S(=O)(=O)Cc4ccccc4)CC(=O)N3[C@H]2CO)cc1	8	x	x	-3	1.1	0.5	-8	6
C[C@H]1CN([C@@H](C)CO)C(=O)Cc2cc(NC(=O)CCN3CCOCC3)ccc2O[C@@H]1CN(C)C(=O)Nc1ccc(C(F)(F)F)cc1	10	x	-7	-6	1.0	0.4	-5	-9
COc1cccc(NC(=O)CSc2nnc(Cn3cnc([N+](=O)[O-])n3)n2C)c1	x	-3	-2	x	x	0.1	16	x
Cc1ccc(SCC(=O)Nc2nnc(-c3ccco3)o2)cc1	11	6	48*	2	-2.5	0.0	-7	-10
C[C@H]1CCCCO[C@H](CN(C)Cc2ccc(C(F)(F)F)cc2)[C@@H](C)CN([C@@H](C)CO)C(=O)c2cc(NS(=O)(=O)c3cn(C)cn3)ccc2O1	1	x	2	1	0.3	-0.4	0	1
CCNC(=O)[C@H]1[C@H](CO)[C@H]2Cn3c(ccc(/C=C/c4ccccc4)c3=O)[C@@H]1N2C(=O)C1CCC1	1	x	x	-6	-0.1	0.2	-7	1
Cc1ccc(SCCNC(=O)/C=C/c2ccc(Cl)cc2)cc1	x	-7	-3	x	x	0.0	-22	x
COc1ccc(OC)c(C(=O)NC(CC(N)=O)c2ccc(N3CCN(c4ccc(F)cc4)CC3)c([N+](=O)[O-])c2)c1 (stereo not drawn)	17	-6	9	4	-5.3	0.0	-1	-3
CCOc1cc(/C=N/Nc2nc(N3CCCCC3)nc(N3CCCCC3)n2)ccc1OC(=O)c1ccco1	1	8	-15	-1	-0.3	0.4	5	11
O=C1CC/C=C\C[C@@H](CC(=O)N(CCO)Cc2ccccc2)C(=O)N[C@H](Cc2c[nH]c3ccccc23)CO1	x	3	-8	6	-0.6	0.1	3	-1
O=C(NC(Sc1ccc(Cl)cc1)C(=O)O)c1ccccc1 (stereo not drawn)	u	-18	x	7	-4.0	0.5	7	2
CO[C@@H]1CN(C)C(=O)c2ccc(NC(=O)NC(C)C)cc2OC[C@@H](C)N(Cc2ccccn2)C[C@H]1C	13	2	x	2	2.1	0.1	2	x
CCC(C)NC(=O)c1ccc(N2CC3CC(C2)c2cccc(=O)n2C3)c(NC(=O)c2c(F)cccc2F)c1 (stereo not drawn)	-11	0	x	3	-2.6	0.0	-16	0
Cc1ccc(S(=O)(=O)N2CCC(C(=O)OCC(=O)NCc3ccco3)CC2)cc1C	14	-7	20	6	-2.4	0.2	5	-6
CC(C)(C)SCCNC(=O)CN(c1ccccc1)S(=O)(=O)c1ccc(F)cc1	-4	16	-9	-18	1.8	0.0	7	13
C[C@H]1CCCCO[C@H](CN(C)C(=O)Nc2ccccc2)[C@@H](C)CN([C@@H](C)CO)C(=O)c2cc(NC(=O)C3CCCCC3)ccc2O1	-8	2	1	3	0.3	0.0	-9	-3
COc1cccc(CC(=O)OCC(=O)NC(=O)c2ccc(OC(F)F)cc2)c1	6	6	-8	9	-0.5	0.0	23	7
Cc1[nH]c(-c2ccc(F)cc2)cc1C(=O)N1CCN(c2cccc(Cl)c2)CC1	-2	10	-5	1	2.1	0.2	-6	0
COc1ccccc1NC(=O)/C(=C\c1cccnc1)NC(=O)c1ccc(C)cc1	-3	1	x	1	-2.9	0.0	4	-2
Cc1ccc(C(=O)C(C)OC(=O)Cc2n[nH]c(=O)c3ccccc23)cc1 (stereo not drawn)	7	16	-2	-2	1.4	-0.1	7	-6
COc1ccccc1NC(=O)N[C@H]1CC[C@H](CC(=O)N[C@@H](C)c2ccccc2)O[C@@H]1CO	15	3	8	7	-3.7	0.8	0	5
SMILES	DENV2 CPE	PAX8 reporter	ARNT-TACC3 inh	ERp5 inh	F508del corr	XiGFP reactiv	GSIS activator	EWS-Fli block
Cc1ccc2c(c1)N(C(=O)CCC(=O)NCCCN1CCC(Cc3ccccc3)CC1)CCO2	-12	10	2	3	1.1	0.0	x	15
C[C@H](CO)N1C[C@H](C)[C@@H](CN(C)Cc2ccc(C(F)(F)F)cc2)Oc2ccc(NC(=O)Cn3cnnn3)cc2CC1=O	7	-1	1	-8	0.1	0.1	0	-4
CN(CC(=O)Nc1cccc(F)c1)C(=O)CC1CCCC1	-3	0	x	0	-3.0	0.0	11	-5
Cn1c(=O)c2[nH]c(CNc3ccc(C(=O)O)cc3)nc2n(C)c1=O	8	14	-4	-2	-5.7	0.0	9	-3
CN(C(=O)COC(=O)C(C)(C)Oc1ccc(Cl)cc1)c1c(N)n(Cc2ccccc2)c(=O)[nH]c1=O	-3	7	-1	2	-0.4	0.2	-13	5
CN(C)CCCNC(=O)C[C@@H]1CC[C@H]2[C@@H](COC[C@H](O)CN2Cc2cccc(Cl)c2)O1	-9	-7	7	-2	0.5	0.5	-7	-3
Cc1ccc(N(CC(=O)NC2CCCCC2)S(=O)(=O)c2c(C)nn(C)c2C)cc1	-3	2	-4	0	0.7	0.0	4	-10
CC(C)c1ccc(-n2ccnc2SCC(=O)O)cc1	x	1	-8	3	-0.5	0.0	-15	0
CC(=O)N1c2ccc(S(=O)(=O)NCC3CCC(C(=O)Nc4ccc(C)cn4)CC3)cc2CC1C (stereo not drawn)	-1	25	11	-2	0.4	0.3	-20	x
N#Cc1ccc(NC(=S)NC(=O)CCc2ccc(S(=O)(=O)N3CCOCC3)cc2)cc1	-5	-1	-1	-2	1.1	0.1	-8	2
COc1ccc(CCNC(=O)Cn2c(=O)n(CCCC(=O)NCc3ccco3)c(=O)c3sccc32)cc1OC	11	-7	9	5	-1.1	-0.2	31	-2
O=C(CO)c1c[nH]c2ccccc12	-5	x	x	-6	0.8	x	7	8
CC[C@]12C(=O)N(C)C[C@H]([C@@H]3C(=O)N(C)C(=O)[C@@H]31)N2C(=O)c1ccc(C(F)(F)F)cc1	-6	-4	-4	2	2.8	-0.1	10	-4
O=C(Cn1cnc2ccccc21)OCC(=O)N1CCCCC1	0	6	-8	-1	-2.4	0.0	-1	2
O=c1[nH]cnc2sc3c(c12)CCCCC3	-3	-16	0	1	-4.9	0.0	1	-1
COc1cc(NC(=O)c2cccs2)c(C(=O)OCC(=O)c2cc(C)n(-c3ccc(F)cc3)c2C)cc1OC	u	12	-9	4	2.4	0.0	x	5
Cc1ccc(S(=O)(=O)N(C)c2ccc(OCC(=O)Nc3nnc(C4CC4)s3)cc2)cc1	6	21	1	0	-3.1	0.0	-1	6
CC1CN(C(=O)c2cc3cc(F)ccc3[nH]2)CC(C)O1 (stereo not drawn)	-4	14	2	-2	0.1	0.0	23	-4
COc1ccc(NC(=O)C2C3C=CC4(O3)C2C(=O)N(CCN2CCCCC2C)C4C(=O)NC2CCCC(C)C2C)cc1 (stereo not drawn)	1	10	2	4	-3.4	0.4	92*	17
COc1ccccc1C(CNC(=O)c1cccc(S(=O)(=O)Nc2ccc(F)cc2)c1)N(C)C (stereo not drawn)	10	8	3	-1	4.6	0.4	-38	0
Cn1nc(C(C)(C)C)cc1C(=O)N1CCCC(c2cc(C(=O)NCc3ccccc3)no2)C1 (stereo not drawn)	-5	15	x	4	0.6	-0.1	-33	16
Cc1ccc(NC(=O)Cn2nc(C(=O)O)c3ccccc3c2=O)cc1S(=O)(=O)N1CCOCC1	-3	0	5	3	0.5	0.0	3	-1
C[C@@H]1CN([C@@H](C)CO)C(=O)c2cc(C3=CCCCC3)cnc2O[C@H]1CN(C)Cc1ccccc1	0	x	-2	1	2.8	-1.0	-9	-1
O=C(Nc1ccc(F)cc1)c1cc(-c2ccccn2)nc2c(Cl)cccc12	13	1	-3	1	-4.6	0.1	-2	3
O=C1C=CC(=O)C(C2=C3C(=O)N(CCc4ccccc4)CC(=O)N3CCC2)=C1	5	13	-14	4	-5.3	0.7	-16	48
SMILES	DENV2 CPE	PAX8 reporter	ARNT-TACC3 inh	ERp5 inh	F508del corr	XiGFP reactiv	GSIS activator	EWS-Fli block
COc1cccc(C(=O)Nc2ccccc2N2CCN(C(=O)c3ccccc3)CC2)c1	9	-8	-2	-14	1.1	0.0	19	-6
CCCCN(C(=O)c1c(C)noc1C)c1c(N)n(CCC)c(=O)[nH]c1=O	-10	-3	1	x	-1.1	0.0	17	-1
COc1cccc(S(=O)(=O)Nc2ccc3c(c2)[C@@H]2C[C@@H](CC(=O)N[C@@H](C)c4ccccc4)O[C@H](CO)[C@@H]2O3)c1	4	8	x	-5	0.3	0.2	-18	0
CO[C@H]1CN(C)C(=O)c2cc(NS(=O)(=O)c3ccc(C)cc3)ccc2OC[C@@H](C)N(C(=O)NC(C)C)C[C@H]1C	7	x	-2	-3	1.6	0.1	-11	6
CC(C)CNS(=O)(=O)c1cc(C(=O)OC2CCOC2=O)c(Cl)cc1Cl (stereo not drawn)	6	-9	-4	8	3.6	0.6	16	0
N#Cc1ccc(OCc2nnc(-c3ccc([N+](=O)[O-])cc3)o2)cc1	-2	6	3	0	-1.8	0.1	3	-5
O=C(COC(=O)Cn1cnc2ccccc2c1=O)NCCC1=CCCCC1	x	20	1	-1	x	0.1	9	-3
O=C(Oc1ccc2c(c1)OCO2)c1ccncc1	9	x	-3	-3	3.4	x	11	11
N=C1/C(=C\c2ccc(-c3ccc(C(=O)O)cc3)o2)C(=O)N=C2SC=C(c3ccccc3)N12	6	7	-5	0	-1.6	0.1	-3	-34
O=C(COc1ccccc1)N1CCCC1	-3	-5	2	2	0.7	0.0	12	-1
COc1ccc(C2NC(=S)NC(C)=C2C(=O)Nc2ccccn2)cc1OC (stereo not drawn)	x	11	-8	x	x	0.0	1	x
Nc1nc(CN2CCN(C(=O)c3ccco3)CC2)nc(Nc2cccc(Cl)c2)n1	-2	16	26	0	2.9	-0.1	1	5
CCCC1C(=O)Nc2ccccc2N1C(=O)c1cccc(C)c1 (stereo not drawn)	3	-31	18	1	-1.2	0.3	27	-11
C/C=C/c1cnc2c(c1)C(=O)N([C@@H](C)CO)C[C@H](C)[C@H](CN(C)S(=O)(=O)c1ccc(C)cc1)O2	36	x	-3	-5	-2.4	-0.5	-5	4
O=C(c1cc(-c2ccccc2)nn1-c1ccccc1)N1CCN(S(=O)(=O)c2cccc(F)c2)CC1	6	-8	-4	2	-0.8	0.1	3	-4
C[C@@H]1CN([C@@H](C)CO)C(=O)c2cc(NS(=O)(=O)c3ccccc3)ccc2O[C@@H]1CN(C)Cc1ccc(C(=O)O)cc1	2	x	-13	-3	-0.1	0.0	7	-8

High-throughput results from PubChem BioAssay.
